Compound activity (PubChem)
RGS4 act = potentiators or activators of RGS4. HEK293 M3R/inducible RGS4, carbachol calcium flux Fluo4; stronger effect = lower value. B-score at 10 µM. 310,000 compounds, 0.92% hits. AID 463111;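 active = B-score of the integrated calcium signal more than 4 SD below the library mean, with starting fluorescence not abnormally high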;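 note: negative B-score means reduced calcium response which marks RGS4 activation or potentiation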
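test system = HEK293 cells with stable M3R and inducible RGS4 | schedule = recording 10 s baseline at 1 Hz, 100 s post-agonist | technique = Fluo4-AM (2 µM) calcium-flux fluorescence, kinetic read | measure = Agonist-evoked peak-minus-minimum fluorescence over baseline, integrated ratio, B score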
KCNK9 inh = inhibitors of human KCNK9 two-pore domain potassium channel; Q9NPC2; HEK293 KCNK9, FluxOR thallium flux fluorescence; stronger effect = lower value; B-score at 10 µM; 310,000 compounds, 1.2% hits;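 active = ratio B-score over 3 SD below the library mean, with starting fluorescence within 5 SD of its mean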;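 note: negative B-score means less thallium flux so channel inhibition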
MrgX1 ag = activates human MrgX1 receptor signaling. MrgX1-HEK293 cells, Fluo-4 calcium fluorescence, agonist mode; stronger effect = higher value. B-score at 10 µM. 310,000 compounds, 0.44% hits;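 active = calcium response B-score plate-corrected fluorescence ratio at least 3 library SD, with starting fluorescence B-score inside 5 SD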
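Test system: HEK293 cells stably expressing human MrgX1 receptor; amount: 15,000 cells per well; doses: compound delivered in addition one of three; times: overnight plating before 1 h dye loading; detection: Fluo-4 NW calcium-flux fluorescence, kinetic read; read-out basis: B-scored fluorescence response ratio; controls: positive and negative controls per plate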
RGS4 block = inhibitors of human RGS4; B-score at 10 µM; 310,000 compounds, 0.45% hits; P49798; AID 463165; HEK293 M3R/RGS4 inducible, Fluo-4 calcium flux; stronger effect = higher value; triggered by carbachol at its EC20;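 active = B-score, a plate-corrected calcium signal, over three deviations above library mean, with baseline fluorescence within five deviations of library mean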;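 note: RGS4 expression induced by doxycycline in cells with stable M3 receptor; B-score is computed from the integrated fluorescence ratio over baseline after carbachol; higher B-score means a larger calcium signal and so more RGS4 inhibition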
hERG protect = shields human hERG channel from block by proarrhythmic agents; Q12809; CHO-hERG, FluxOR thallium flux, dofetilide IC70 present; activation (rescue from dofetilide block), less the hit threshold, % at 10 µM; 310,000 compounds, 0.51% hits;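 active = activation above the mean of controls blocked by dofetilide plus 5 SD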;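 note: thallium influx through hERG after potassium depolarization seen as dye fluorescence rise; in these data hits start at about 4.7%; inactives centre near -7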
ANO1 activ = mouse TMEM16A channel activation, primary screen; Q8BHY3; HEK293 TMEM16A/YFP-H148Q/I152L, iodide quench fluorescence; stronger effect = lower value; B-score at 10 µM; 340,000 compounds, 0.3% hits;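 active = fluorescence-ratio B-score plate-corrected deviation score at least 3 library SD below zero, with starting fluorescence score within 5 deviations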;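 note: channel opened by trigger with iodide after compound preincubation; score built on the fluorescence ratio of max minus min over baseline; more negative score means more quench and so TMEM16A activation or potentiation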
Target sequence (Q8BHY3 whole entry, looked up): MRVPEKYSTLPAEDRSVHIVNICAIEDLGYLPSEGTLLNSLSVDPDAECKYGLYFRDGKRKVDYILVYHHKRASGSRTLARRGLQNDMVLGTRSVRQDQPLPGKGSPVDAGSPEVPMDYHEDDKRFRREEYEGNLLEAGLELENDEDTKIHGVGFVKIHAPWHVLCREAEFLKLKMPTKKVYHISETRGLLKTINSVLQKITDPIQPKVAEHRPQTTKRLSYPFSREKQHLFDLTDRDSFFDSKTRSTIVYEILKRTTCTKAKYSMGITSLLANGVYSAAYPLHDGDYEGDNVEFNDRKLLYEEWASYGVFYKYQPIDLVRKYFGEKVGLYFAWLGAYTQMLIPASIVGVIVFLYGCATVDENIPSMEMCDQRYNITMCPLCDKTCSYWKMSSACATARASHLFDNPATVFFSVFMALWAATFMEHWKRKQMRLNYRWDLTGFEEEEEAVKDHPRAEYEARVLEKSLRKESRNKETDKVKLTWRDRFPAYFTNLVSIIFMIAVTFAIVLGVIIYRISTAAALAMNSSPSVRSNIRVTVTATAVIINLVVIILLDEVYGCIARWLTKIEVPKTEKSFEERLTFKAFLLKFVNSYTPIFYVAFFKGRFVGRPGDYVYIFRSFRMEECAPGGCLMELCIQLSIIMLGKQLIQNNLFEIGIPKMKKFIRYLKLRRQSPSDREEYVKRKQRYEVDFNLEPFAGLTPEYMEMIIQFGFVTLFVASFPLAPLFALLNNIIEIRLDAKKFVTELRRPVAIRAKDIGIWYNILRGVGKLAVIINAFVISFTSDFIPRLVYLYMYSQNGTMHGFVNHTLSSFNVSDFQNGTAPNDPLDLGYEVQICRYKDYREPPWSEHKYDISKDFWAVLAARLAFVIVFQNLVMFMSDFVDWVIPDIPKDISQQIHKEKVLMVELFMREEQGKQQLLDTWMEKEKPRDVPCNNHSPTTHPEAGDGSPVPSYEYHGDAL
KCNK3 block = human KCNK3 channel inhibition, primary screen; 340,000 compounds, 0.84% hits; AID 602410; B-score at 10 µM; O14649; CHO-KCNK3 thallium flux, FluxOR fluorescence; stronger effect = lower value;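 active = B-score under library mean minus 4 SD, starting fluorescence ratio at most library mean plus 5 SD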;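 note: more negative B-score means stronger inhibition of thallium flux through KCNK3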
KCNQ1 inh = inhibitors of human KCNQ1 potassium channel | P51787 | CHO-K1 KCNQ1, FluxOR thallium flux fluorescence; stronger effect = higher value | 310,000 compounds, 1.3% hits | B-score at 10 µM | AID 2642;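 active = compounds whose thallium flux B-score, printed positive for inhibition, exceeds three library SD while starting fluorescence stays within three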;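 note: channel opened by potassium depolarization with thallium stimulus after 20 min compound exposure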
TMEM16A inh = inhibitors of mouse TMEM16A calcium-activated chloride channel. Q8BHY3. HEK293 TMEM16A/YFP iodide influx fluorescence, ionomycin. normalized B-score (activity score, 25-100; higher = stronger inhibition) at 10 µM. 310,000 compounds, 1.2% hits. AID 588511;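 active = ratio plate-corrected score three or more library SD toward inhibition, starting fluorescence score within five deviations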;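 note: score derived from kinetic fluorescence span divided by baseline fluorescence per well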
KCNQ1 act = human KCNQ1 channel potentiation or activation | B-score at 10 µM | CHO-K1 KCNQ1, thallium flux FluxOR fluorescence; stronger effect = higher value | 310,000 compounds, 0.35% hits | AID 2648 | P51787;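 active = fluorescence ratio B-score, a plate-corrected score, at least three library SD, with initial intensity B-score within 5 SD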
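System: CHO-K1 cells stably expressing KCNQ1 / Medium: assay buffer for compound exposure, DMSO matched across wells / Reagent: thallium- and potassium-containing depolarizing buffer / Compound: one concentration, matched DMSO / Incubation: 20 min compound pretreatment at room temperature / Measured by: kinetic FluxOR fluorescence, 10 s baseline plus 110 s post-stimulus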
MrgX1 PAM = allosterically activates human MrgX1 receptor signaling; B-score at 10 µM; 310,000 compounds, 0.63% hits; MrgX1-HEK293, Fluo-4 calcium flux, FDSS; stronger effect = higher value; AID 588675;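 active = plate-corrected calcium response at least 3 library SD above typical, normal starting fluorescence, not activating the receptor alone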;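 note: compound read alongside a low EC10 to EC30 dose of BAM8-22 agonist; peak minus trough fluorescence over baseline measured at the second addition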
Numbers without * were called inactive; i = inactive; / = no result given.

SMILES	RGS4 act	KCNK9 inh	MrgX1 ag	RGS4 block	hERG protect	ANO1 activ	KCNK3 block	KCNQ1 inh	TMEM16A inh	KCNQ1 act	MrgX1 PAM
Cc1ccc2nc(C)c(C(=O)N/N=C/c3ccc(C(=O)O)cc3)cc2c1	i	i	i	i	0.5	i	i	i	i	i	i
Cc1ccccc1Nc1cc2ccccc2c(=O)[nH]1	i	i	i	i	-10.6	i	i	i	i	i	i
CCc1sc(C(=O)Nc2ccsc2C(=O)OC)cc1Br	i	i	i	i	-10.6	i	i	i	i	i	i
CCC(=O)c1c(NC(C)C)cc(C)oc1=O	i	i	i	i	3.3	i	i	i	i	i	i
O=C(CN1CCc2ccccc21)NC(=O)NCc1ccccc1	i	i	i	i	-7.0	i	i	i	i	i	i
CCOC(=O)CNc1nc(C#N)nc(N2CCOCC2)n1	i	i	i	i	-5.4	i	i	i	i	i	i
CCN(CC)C(=O)CN(c1ccc(C)cc1)S(=O)(=O)c1ccc(SC)cc1	i	i	i	i	-11.0	i	i	i	i	i	i
Oc1ccc(-c2cnns2)c(O)c1	i	i	i	i	-0.3	i	i	i	i	i	i
CC(=O)c1ccc(OCC(=O)NC2CCCN(Cc3ccccc3F)C2)cc1 (configuration not stated)	i	i	/	i	-10.2	i	i	i	/	i	/
COc1ccccc1OCCSc1nc2ccccc2c(=O)[nH]1	i	i	i	i	-3.6	i	i	i	i	i	i
CCc1ccccc1NC(=O)c1noc(C(C)C)c1[N+](=O)[O-]	i	i	i	i	-13.1	i	i	i	i	i	i
COc1ccc(/C=C2\SC(=S)N(CCC(=O)Nc3ccc(C(=O)O)cc3)C2=O)cc1OC	i	i	i	i	-4.9	i	i	i	i	i	i
CCNC(=O)NC(=O)COC(=O)c1cccc(NS(=O)(=O)/C=C/c2ccccc2)c1	i	i	i	i	-9.0	i	i	i	i	i	i
Cc1ccc(CN(Cc2ccco2)C(=S)Nc2ccccc2C)cc1	i	i	i	i	-14.5	i	i	i	i	i	i
Cn1c(=O)oc2cc(S(=O)(=O)NCCC(=O)NCCc3ccc(Cl)cc3)ccc21	i	i	i	i	-9.6	i	i	i	i	i	i
O=c1[nH]c(CN2CCOCC2)nc2scc(-c3ccccc3)c12	i	i	i	i	-10.3	i	i	i	i	i	i
CN(CC(=O)Nc1ccccc1C(F)(F)F)C(=O)c1cc(-c2cccs2)nn1-c1ccccc1	i	i	i	i	-20.9	i	i	i	i	i	i
COc1ccc(N2CC(C(=O)OCC(=O)Nc3cc(C)on3)CC2=O)cc1 (configuration not stated)	i	i	i	i	-5.2	i	i	i	i	i	i
O=C(c1ccccc1)c1nn(-c2ccc(Cl)cc2)cc1C(=O)c1cc2ccccc2oc1=O	i	i	i	i	-8.0	i	i	i	i	i	i
CC(=O)N(c1ccc2oc(=O)sc2c1)S(=O)(=O)c1ccc(C)cc1	i	i	i	i	-4.3	i	i	i	i	i	i
O=C(COc1ccc(/C=C\[N+](=O)[O-])cc1)N1CCOCC1	i	i	34.9*	i	-13.6	i	i	i	i	i	i
Cc1ccc(Nc2nnc(SCC(=O)Nc3cccnc3Cl)s2)cc1C	i	i	i	i	-3.7	i	i	i	i	i	i
O=C(COc1ccccc1)Nc1cccc(-c2cn3cccnc3n2)c1	i	i	i	i	-27.5	i	i	i	i	i	i
COC(=O)c1ccc(C#Cc2ccccc2)o1	i	i	i	i	-6.6	i	i	i	i	i	i
Cc1ccc(NC(=O)[C@H](NC(=O)[C@@H]2Cc3ccccc3CN2)c2ccccc2)cc1	i	i	i	i	-12.8	i	i	i	i	i	i
O=C(Nc1ccc(F)cc1)c1cn(-c2ccccc2)nc1-c1ccncc1	i	i	i	i	-3.0	i	i	i	i	i	i
O=C(NCCO)c1cc2c([nH]c3ccccc32)c(-c2ccccc2)n1	i	i	i	i	-6.6	i	i	i	i	i	i
CSc1sc(C(=O)O)c2c1C(=O)CC(C)(C)C2	i	i	i	i	-4.4	i	i	i	i	i	i
N/C(CN1CCCC1=O)=N\O	i	i	i	i	-13.6	i	i	i	i	i	i
CCc1ccc(N(C(=O)c2snc(C(N)=O)c2N)C(C(=O)NCC2CCCO2)c2ccco2)cc1 (configuration not stated)	i	i	i	i	-11.4	i	i	i	i	i	i
O=C(CC1C(=O)N(c2ccccc2)C(=S)N1c1ccccc1)c1ccccc1 (configuration not stated)	i	i	i	i	-4.0	i	i	i	i	i	i
O=C(CSc1ccc(-c2ccccc2)nn1)NC1CCCCC1	i	i	i	i	-5.3	i	i	i	i	i	i
CC1(OC(=O)C2CCCC2)C(=O)C=C2C=C(c3ccc(C#N)cc3)OC=C2C1=O (configuration not stated)	i	i	i	i	7.3*	i	i	i	i	i	i
COCCCNC(=S)NNC(=S)NCCCOC	i	i	i	i	-10.2	i	i	i	i	i	i
CC(C)N1CCN(Cc2ccncc2)CC1CCO (configuration not stated)	i	i	i	i	-9.0	i	i	i	i	i	i
O=C(Cn1c(C(=O)NCC2CCCO2)cc2sccc21)c1ccccc1 (configuration not stated)	i	i	i	i	-12.8	i	i	i	i	i	i
O=C(O)CCC(=O)c1ccc2ccc3cccc4ccc1c2c34	i	i	i	i	-5.8	/	/	i	i	i	i
CCC(C)NC(=S)N1CCN(C(c2ccccc2)c2ccccc2)CC1 (configuration not stated)	i	-7.66*	i	i	-6.7	i	i	i	i	i	i
CCCOc1ccc(N2C(=O)CC(SC(=NCC)NCC)C2=O)cc1 (configuration not stated)	i	i	i	i	-6.5	i	i	i	i	i	i
COc1ccc(CCNC(=O)CCNS(=O)(=O)c2ccc3c(c2)CCN3C(C)=O)cc1OC	/	/	i	/	/	i	i	/	i	/	i
CC(C)(C)S(=O)(=O)c1cnc(N2CCOCC2)nc1N	i	i	i	i	0.1	i	i	i	i	i	i
CCOc1ccc2c(C)c(Cl)c(=O)oc2c1	i	i	i	i	-7.2	i	i	i	i	i	i
COc1ccc(NC(=O)c2ccco2)cc1NC(=O)c1ccccc1F	i	i	i	i	-6.7	i	i	i	i	i	i
CCOC(=O)c1c(C)[nH]c(C(=O)OCC(=O)Nc2cccnc2Cl)c1C	i	i	i	i	-14.2	i	i	i	i	i	i
COc1ccc(N2CSC3=C(C#N)C(c4cc(OC)c(OC)cc4OC)CC(=O)N3C2)c(OC)c1 (configuration not stated)	i	i	i	i	-7.5	i	i	i	i	i	i
O=C(c1cccc(N2C(=O)C3C4C=CC(C4)C3C2=O)c1)N1CCN(c2ccccc2Cl)CC1 (configuration not stated)	i	i	i	i	-7.3	i	i	i	i	i	i
COc1ccc(/C=N/NC(=O)CCCC(=O)NC2CCCCC2)cc1	i	i	i	i	-9.0	i	i	i	i	i	i
CCOC(=O)CCNC(=O)N1CCCC(N2CCN(c3ccc(OC)cc3)CC2)C1 (configuration not stated)	i	i	i	i	-0.3	i	i	i	i	i	i
O=C(NCc1ccccn1)c1ccc(Cn2cc(C(F)(F)F)ccc2=O)cc1	i	i	i	i	-10.6	i	i	i	i	i	i
Cc1ccc(-c2c(C(=O)N/N=C/c3cccnc3)nnn2-c2nonc2N)cc1	i	i	i	i	-4.7	i	i	i	i	i	i
COc1ccc(-n2nc3ccc(N)cc3n2)cc1Cl	i	i	i	i	-8.5	i	i	i	i	i	i
CN(CC#CC(O)(c1ccccc1)c1ccccc1)C(C)(C)C	-10*	i	i	i	-14.1	i	i	i	i	i	i
O=C(CN(c1ccccc1Cl)S(=O)(=O)c1ccccc1)NCc1ccccc1	i	i	/	i	-9.3	i	i	i	/	i	/
CC(=O)Nc1cccc(S(=O)(=O)N2CCCCCC2)c1	i	i	i	i	0.2	i	i	i	i	i	i
CC(C)(OC(=O)NC(=O)C(F)(F)F)C(C)(C)OC(=O)NC(=O)C(F)(F)F	i	i	i	i	-6.8	i	i	i	i	i	i
CCn1nc(C)cc1C(=O)N(C)C1CCCN(Cc2ccccc2F)C1 (configuration not stated)	i	i	i	i	-10.1	i	i	i	i	i	i
CCN(CC)CCNC(=O)Cn1cnc2sc(C)c(S(=O)(=O)N3CCC(C)CC3)c2c1=O	i	i	i	i	-5.5	i	i	i	i	i	i
CCCn1c(SCC(=O)OCC)nc(C(F)(F)F)cc1=O	i	i	i	i	-8.4	i	i	i	i	i	i
O=C(c1ccco1)[C@@H]1[C@@H]2C(=O)N(c3ccc(F)cc3)C(=O)[C@@H]2C2c3ccccc3C=CN21 (some centres not stated)	i	i	i	i	-17.7	/	/	i	i	i	i
COc1cc(NC(=O)CN(c2cc(C)cc(C)c2)S(=O)(=O)c2c(C)[nH]c(=O)[nH]c2=O)cc(OC)c1	i	i	i	i	-8.8	i	i	i	i	i	i

Profiles, quoted from the list. Screens in order: RGS4 act, KCNK9 inh, MrgX1 ag, RGS4 block, hERG protect, ANO1 activ, KCNK3 block, KCNQ1 inh, TMEM16A inh, KCNQ1 act, MrgX1 PAM
CCn1nc(C)cc1C(=O)N(C)C1CCCN(Cc2ccccc2F)C1 (configuration not stated) is listed as i, i, i, i, -10.1, i, i, i, i, i, i
COc1cc(NC(=O)CN(c2cc(C)cc(C)c2)S(=O)(=O)c2c(C)[nH]c(=O)[nH]c2=O)cc(OC)c1 is listed as i, i, i, i, -8.8, i, i, i, i, i, i

(more compounds)
SMILES	RGS4 act	KCNK9 inh	MrgX1 ag	RGS4 block	hERG protect	ANO1 activ	KCNK3 block	KCNQ1 inh	TMEM16A inh	KCNQ1 act	MrgX1 PAM
CC(C)CN(C(=O)c1ccc([N+](=O)[O-])s1)c1c(N)n(Cc2ccccc2)c(=O)[nH]c1=O	i	i	i	i	-8.0	i	i	i	i	i	i
CC(=O)Oc1ccc(-c2cc3c(OC(C)=O)cc(OC(C)=O)cc3oc2=O)cc1	i	i	i	i	0.1	i	i	i	i	i	i
CCOc1ccc(CN2CCCC(CO)(Cc3ccc(F)cc3)C2)cc1 (configuration not stated)	i	i	i	i	-5.6	i	i	i	i	i	i
Cc1nn(-c2ccccc2)c(C)c1/C=N/NC(=O)CSc1nnc(SCc2ccc(Cl)cc2)s1	i	i	i	i	0.1	i	i	i	i	i	i
COc1cc(C(=O)Nc2nnc(CC(C)(C)C)s2)c([N+](=O)[O-])cc1OC	i	i	i	i	-3.1	i	i	i	i	i	i
